Source: PubChem BioAssay
TSG101-PTAP inh: TSG101-PTAP interaction inhibition, HIV-1 budding; Q99816; 44,000 tested, under 10 active; Fluorescence polarization, FITC-PTAP peptide/Tsg101, 20 min; AID 1347069; Potency, µM (titrated, usually from 115 µM), for the others: top-dose activity change, negative = inhibition, actives largely listed as inhibitors; also: potency is read from the fitted curve at half-maximal effect; 0% is about no effect
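qHTS FP binding, 20 min r.t.: 10 uM Tsg101 domain + 50 nM FITC-PTAP peptide, pH 7.5 HEPES buffer with TCEP and EDTA.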
GALK inhibitor: inhibitors of human galactokinase (GALK). 44,000 tested, under 10 active. P51570. recombinant GALK, Kinase-Glo ATP luminescence, 1 h. Potency, µM (doses to about 57.5 µM), for the others: at the top dose activity, negative = inhibition, actives largely listed as inhibitors;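 also: plate controls were full GALK reaction for no effect and reaction lacking GALK for full effect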
Target sequence (P51570 whole entry, looked up): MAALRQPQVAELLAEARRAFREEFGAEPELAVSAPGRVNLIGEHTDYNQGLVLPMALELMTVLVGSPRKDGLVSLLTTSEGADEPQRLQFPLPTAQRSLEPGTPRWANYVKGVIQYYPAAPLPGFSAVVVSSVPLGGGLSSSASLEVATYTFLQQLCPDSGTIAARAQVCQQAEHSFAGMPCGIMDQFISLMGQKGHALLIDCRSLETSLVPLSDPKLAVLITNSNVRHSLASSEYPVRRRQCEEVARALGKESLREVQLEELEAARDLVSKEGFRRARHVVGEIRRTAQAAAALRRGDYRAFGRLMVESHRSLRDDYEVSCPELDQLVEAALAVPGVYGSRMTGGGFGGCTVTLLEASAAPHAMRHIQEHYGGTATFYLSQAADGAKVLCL
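5 nM GALK with 35 µM ATP and 100 µM galactose in HEPES pH 8.0, MgCl2, NaCl, DTT, BSA; 1 h RT reaction, remaining ATP detected by Kinase-Glo Plus luminescence after 10 min; qHTS concentration series.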
p53null 32C tox: p53 null cell cytotoxicity, permissive temperature | hit rate 0.62% among 55,000 | AID 903 | H1299-neo p53 null cells, ATP luminescence, 24 h, 32C | Potency, µM (series often up to 46.1 µM), for inactives: top-dose activity change, negative = cytotoxicity, most hits filed as cytotoxic;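 also: potency is read from the fitted curve at half-maximal effect; 0% = DMSO only and -100% = full killing by 100 µM tamoxifen; nearly all actives have a fitted effect of over 55% in size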
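H1299-neo, 600 cells/well; overnight 37C; cpd up to 46 uM, 24 h at 32C; ATPlite luminescence after 20 min RT; normalized to DMSO (0%) and tamoxifen 100 uM (100% kill); Hill-fit AC50.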
NTMT1 inh: inhibitors of human N-terminal methyltransferase NTMT1 | Q9BV86 | NTMT1 MTase-Glo SAH luminescence, purified enzyme | Potency, µM (series often up to 114 µM), for inactives: at the top dose activity change, negative = inhibition, hits mostly inhibitors | hit rate 2.5% among 59,000 | AID 1645870;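 also: potency is read from the fitted curve at half-maximal effect; plate controls were DMSO vehicle for no effect and no enzyme for full effect; nearly all actives have a fitted effect of over 65% in size; many of its hits are not listed in these tables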
Target sequence (Q9BV86 whole entry, looked up): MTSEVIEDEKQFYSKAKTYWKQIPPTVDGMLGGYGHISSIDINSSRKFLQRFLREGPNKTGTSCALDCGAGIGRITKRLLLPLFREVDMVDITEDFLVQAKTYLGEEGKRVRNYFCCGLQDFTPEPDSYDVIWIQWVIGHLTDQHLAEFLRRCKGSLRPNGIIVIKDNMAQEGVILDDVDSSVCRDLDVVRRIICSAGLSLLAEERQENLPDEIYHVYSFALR
FH mod: Identification of activators of human fumarate hydratase by quantitative high-throughput screening. Fumarate hydratase, mitochondrial (Homo sapiens), P07954. AID 1347055, 2019. hit rate 0.22% among 54,000. FH coupled MDH/diaphorase resazurin fluorescence, 15 min. Potency, µM (titrated, usually from 79.9 µM), for the others: at the top dose activity change, negative = inhibition, usual class: inhibitors; also: potency is read from the fitted curve at half-maximal effect; % is scaled to controls: 0 for no effect and ±100 for the full control effect; the screen sought activators but most active calls are inhibition curves; nearly all actives have a fitted effect of over 45% in size
B2AR arrestin ag: beta-arrestin recruitment by human beta2-adrenergic receptor ligands; HTLA Tango cells, beta-arrestin recruitment, luciferase luminescence, 18 h; P07550; 44,000 tested, under 10 active; Potency, µM (titrated, usually from 46.1 µM), for inactives: top-dose activation, most hits filed as activators; AID 1347077;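 also: potency is read from the fitted curve at half-maximal effect; 0% = DMSO and full agonism = EC100 isoproterenol or metaproterenol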
Target sequence (P07550 whole entry, looked up): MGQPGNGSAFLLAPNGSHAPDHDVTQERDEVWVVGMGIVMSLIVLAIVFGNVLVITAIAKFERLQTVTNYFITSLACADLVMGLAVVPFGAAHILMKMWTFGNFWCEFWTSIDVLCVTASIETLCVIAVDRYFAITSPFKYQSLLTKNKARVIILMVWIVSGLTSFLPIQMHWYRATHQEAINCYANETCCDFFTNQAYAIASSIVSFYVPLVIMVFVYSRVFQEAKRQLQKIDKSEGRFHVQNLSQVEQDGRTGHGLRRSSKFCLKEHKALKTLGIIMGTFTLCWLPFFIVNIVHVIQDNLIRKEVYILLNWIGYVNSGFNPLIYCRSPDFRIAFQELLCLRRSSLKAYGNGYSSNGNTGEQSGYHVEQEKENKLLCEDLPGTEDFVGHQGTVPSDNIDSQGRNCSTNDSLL
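Tango cells (recombinant beta2-AR, beta-arrestin, tTA-driven luciferase), 1500/well in DMEM 1% FBS, treated 18 h at 37 °C with compounds up to 46 µM; luciferin mix added, luminescence read after 15 min; %activity curves fitted and curve-classed.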
p53null 39C kill: kills p53 null cells at the nonpermissive temperature. H1299 p53-null (neo) cells, 39C, ATPlite viability, 24 h. Potency, µM (doses to about 46.1 µM), without a hit: at the top dose activity, negative = cell killing, most hits filed as cytotoxic. hit rate 0.97% among 55,000;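 also: potency is read from the fitted curve at half-maximal effect; 0% = DMSO only and -100% = full killing by 100 µM tamoxifen; nearly all actives have a fitted effect of over 50% in size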
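Concentration-response (up to 46 uM) was run for 24 h at the nonpermissive 39C on H1299-p53A138V or H1299-neo cells. ATP content was measured with ATPlite luminescence. AC50 values were Hill-modeled after normalizing between DMSO and 100 uM tamoxifen killing.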
* hit, by the source's call; ? = inconclusive; . = not tested or not shown; [ ] = remark or other dose. Calls follow the shape of the dose curve; as a rule, active = well fitted curve in the direction sought with a large enough effect; inconclusive = small, poorly fitted or top-dose-only effect, or another doubt; inactive = no such curve, though single readings can be large; an effect the other way counts as inactive or inconclusive. Only part of the results is shown; rates above refer to the full screens.

[1] CCOC(=O)c1c(C)n(-c2ccccc2)c2ccc(OC(=O)c3ccccc3)cc12
[2] COc1ccc(C2(Nc3cccc(C(=O)O)c3C)C(=O)c3ccccc3C2=O)cc1
[3] CCOC(=O)c1c(C)n(-c2ccccc2)c2ccc(OC(=O)c3ccccc3NC(=O)C(C)C)cc12
[4] COc1ccc(CCNC(=O)Cc2c(C)c3cc4c(C)coc4cc3oc2=O)cc1OC
[5] CCOC(=O)c1c(S(=O)(=O)N2CCC(C(=O)Nc3ccc(C)c(Cl)c3)CC2)c(C)n(C)c1C
[6] CCOc1ccc(C(=O)c2cn(Cc3ccccc3)c3c(F)cc(F)cc3c2=O)cc1
[7] COc1cccc(C(=O)Nc2nc3ccc(S(=O)(=O)N4CCCC4)cc3s2)c1
[8] CCOc1ccc(NC(=O)CCn2cnc3onc(-c4ccc(F)cc4)c3c2=O)cc1
[9] COc1ccccc1NC(=O)C1=C(C)Nc2nc(SCc3ccccc3F)nn2C1c1ccncc1 (stereo not drawn)
[10] CC(C)(C)C(=O)NC1(C(F)(F)F)NC(=O)N(c2ccc(F)cc2)C1=O (stereo not drawn)

compound no. | 1 | 2 | 3 | 4 | 5 | 6 | 7 | 8 | 9 | 10
TSG101-PTAP inh | -2% | -4% | -2% | -3% | -3% | 0% | -1% | 0% | -2% | 4%
GALK inhibitor | -4% | -2% | -1% | 2% | 1% | 1% | -3% | 0% | -2% | 3%
p53null 32C tox | 20% | -7% | 11% | 1% | -11% | -5% | -21% | -9% | 2% | 3%
NTMT1 inh | 0% | -17% | 14% | -5% | 8% | 5% | 0% | -1% | 89µM* | -1%
FH mod | -16% | -5% | -25% | -11% | -3% | -13% | ? | -11% | -2% | 3%
B2AR arrestin ag | -1% | 0% | 0% | -2% | -1% | -1% | 0% | 1% | -2% | 0%
p53null 39C kill | -9% | -12% | 29% | -16% | 4% | 11% | -20% | 15% | 10% | -2%

[11] COCCCNC(=O)c1ccc(Cn2c(=O)c3ccccc3n(CC(=O)Nc3c(C)cccc3C)c2=O)cc1
[12] CCOCCCNC(=O)c1[nH]c2cc(C)ccc2c1Sc1ccc(Cl)cc1
[13] CC1CCCCN1C(=O)CCS(=O)(=O)c1cc2c(cc1Cl)NC(=O)CO2 (stereo not drawn)
[14] Cc1cccc(NC(=O)c2sc3cccc(Cl)c3c2Cl)c1
[15] Cc1cccc(Cn2c(SCc3ccc(C(=O)NC4CCCC4)cc3)nc3cccnc32)c1
[16] COc1cc2[nH]c(=O)n(Cc3ccc(C(=O)NCc4ccc(C)cc4)cc3)c(=O)c2cc1OC
[17] O=C(NCc1ccccc1)c1cccn1-c1nnc(N2CCCCC2)s1
[18] Cn1c(=O)cc(OCC(=O)N2CCN(c3ccccc3F)CC2)c2ccccc21
[19] Cc1cc(C)cc(Oc2nc3c(C)cccn3c(=O)c2/C=C(\C#N)c2nc3ccccc3s2)c1
[20] CCN(CC)c1cc(C)c2cc(NC(=O)/C=C/c3ccccc3Cl)ccc2n1

compound no. | 11 | 12 | 13 | 14 | 15 | 16 | 17 | 18 | 19 | 20
TSG101-PTAP inh | 0% | 0% | -1% | 2% | 4% | 0% | -11% | 0% | -13% | -3%
GALK inhibitor | -4% | 4% | 3% | 0% | 2% | -5% | -2% | 0% | 3% | 7%
p53null 32C tox | 11% | 4% | 34%[activator] | -23% | 0% | -3% | -3% | -5% | 2% | -3%
NTMT1 inh | -4% | -8% | ? | -4% | 3% | 9% | 5% | -8% | -7% | -1%
FH mod | -10% | -22% | -11% | -9% | ? | -6% | 1% | -4% | ? | -20%
B2AR arrestin ag | 1% | 7% | 3% | 1% | 1% | -2% | 0% | 1% | 0% | 1%
p53null 39C kill | -14% | -5% | -3% | -9% | -12% | -9% | -10% | 0% | 0% | ?

Single values from the entries so far.
entry 15 @ GALK inhibitor: 2%
entry 12 @ GALK inhibitor: 4%
entry 13 @ FH mod: -11%
entry 18 @ TSG101-PTAP inh: 0%

Ordered by molecular weight (falling): part of the list above.
[19] Cc1cc(C)cc(Oc2nc3c(C)cccn3c(=O)c2/C=C(\C#N)c2nc3ccccc3s2)c1
[16] COc1cc2[nH]c(=O)n(Cc3ccc(C(=O)NCc4ccc(C)cc4)cc3)c(=O)c2cc1OC
[12] CCOCCCNC(=O)c1[nH]c2cc(C)ccc2c1Sc1ccc(Cl)cc1
[18] Cn1c(=O)cc(OCC(=O)N2CCN(c3ccccc3F)CC2)c2ccccc21

compound no. | 19 | 16 | 12 | 18
TSG101-PTAP inh | -13% | 0% | 0% | 0%
GALK inhibitor | 3% | -5% | 4% | 0%
p53null 32C tox | 2% | -3% | 4% | -5%
NTMT1 inh | -7% | 9% | -8% | -8%
FH mod | ? | -6% | -22% | -4%
B2AR arrestin ag | 0% | -2% | 7% | 1%
p53null 39C kill | 0% | -9% | -5% | 0%

Going on with the list.
[21] COc1ccc(CCNC(=O)Cn2c(=O)n(-c3ccccc3)c(=O)c3c(C)c(C)sc32)cc1OC
[22] CC(C)NC(=O)c1ccc2c(c1)nc1n2CCCCC1
[23] COC(=O)c1c(-c2ccc(Cl)cc2)noc1N1CCN(c2ccc(OC)cc2)CC1
[24] Cc1ccc(-c2nc3cccnc3s2)cc1NC(=O)Cc1ccccc1
[25] COc1cc(Cl)c(C)cc1NC(=O)Cn1c2ncccc2c(=O)n1-c1ccccc1
[26] CCc1cccc(C)c1Nc1c(-c2ccc(N3CCOCC3)cc2)nc2ncccn12
[27] COCC(C)NC(=O)c1cnn2c(C(F)F)cc(-c3ccccc3)nc12 (stereo not drawn)
[28] CCOc1ccc(CNC(=O)C2CCN(S(=O)(=O)c3ccc4c(ccn4C)c3)CC2)cc1
[29] Cc1cccc(NC(=O)C2CCCN(S(=O)(=O)c3c(C)[nH]c(=O)[nH]c3=O)C2)c1C (stereo not drawn)
[30] CCc1ccc(NC(=O)CCS(=O)(=O)c2ccc3c(c2)oc(=O)n3C)cc1

compound no. | 21 | 22 | 23 | 24 | 25 | 26 | 27 | 28 | 29 | 30
TSG101-PTAP inh | 0% | -1% | 1% | -9% | 5% | 17% | 0% | -1% | -6% | -8%
GALK inhibitor | 0% | -1% | 3% | 1% | 4% | 0% | 6% | -3% | 1% | 3%
p53null 32C tox | 6% | ? | -7% | ? | -3% | 14% | -1% | -1% | 1% | 4%
NTMT1 inh | -1% | -16% | -4% | -1% | 6% | -4% | -18% | 5% | 4% | 4%
FH mod | 3% | -10% | -3% | -5% | 7% | -13% | -9% | -4% | 1% | 1%
B2AR arrestin ag | 1% | 0% | -1% | -1% | 0% | -2% | 1% | -1% | 1% | -1%
p53null 39C kill | -22% | -11% | ? | ? | -15% | -11% | 4% | ? | -14% | -10%

Along the list, as entered above.
Entries 21 to 30 in FH mod, in turn: 3%, -10%, -3%, -5%, 7%, -13%, -9%, -4%, 1%, 1%

Going on with the list:
[31] COC(=O)CN1C(=O)CSc2ccc(S(=O)(=O)Nc3c(C)cc(C)cc3C)cc21
[32] CCc1ccc(S(=O)(=O)c2cn(CC)c3cc(N4CCOCC4)c(F)cc3c2=O)cc1
[33] CCCCN(CC)CCCNC(=O)c1cn(CC)c2ccc(S(=O)(=O)N3CCOCC3)cc2c1=O
[34] COc1cc(C)ccc1OCCSc1nc2ccc(NC(C)=O)cc2s1
[35] Cn1c(=O)c2c(-c3ccc(Cl)cc3)n(Cc3ccc(Cl)cc3)cc2n(C)c1=O
[36] COCCCNC(=O)CCc1c(C)nc2cc(-c3ccc(Cl)cc3)nn2c1C
[37] CCC(C)NC(=O)c1ccc2c(c1)N(Cc1ccccc1)C(=O)c1ccccc1S2(=O)=O (stereo not drawn)
[38] CC(=O)Nc1ccc(OCc2cc(=O)n3ccccc3n2)cc1
[39] CCOc1ccc(N(CC)S(=O)(=O)N2CCCC(C(=O)NCc3ccccc3OCC)C2)cc1 (stereo not drawn)
[40] Cc1ccc(C)c(NC(=O)N2CCC(N3CCN(Cc4ccc(F)cc4)C(=O)C3=O)CC2)c1

compound no. | 31 | 32 | 33 | 34 | 35 | 36 | 37 | 38 | 39 | 40
TSG101-PTAP inh | 2% | -4% | -5% | -2% | 2% | -4% | -7% | -19% | 2% | -8%
GALK inhibitor | 1% | 1% | -3% | 0% | 2% | 0% | 0% | 4% | 2% | 1%
p53null 32C tox | 2% | 1% | -4% | -21% | 19% | 6% | -1% | -14% | 14% | ?
NTMT1 inh | . | ? | -21% | -12% | -12% | -4% | 20% | -6% | 3% | -3%
FH mod | . | -3% | 2% | ? | 4% | -11% | -9% | 5% | -26% | 5%
B2AR arrestin ag | 1% | 0% | 1% | -2% | 0% | 1% | 0% | 1% | 3% | 1%
p53null 39C kill | -4% | -12% | -9% | -16% | 18% | -9% | 0% | -39% | -6% | -1%

[41] N#Cc1ccc(NC(=O)COCc2cc(-c3ccco3)on2)cc1
[42] OCc1cnc(SCc2ccc(F)cc2)n1Cc1ccc(F)cc1
[43] CC(C)OCCCn1c(SCC(N)=O)nc2c(sc3ccccc32)c1=O
[44] Cc1ccc(C)c(NS(=O)(=O)c2ccc3c(c2)CCCN3C(=O)C2CCC2)c1
[45] CCOc1ccc(-n2c(C)nc3c(cnn3-c3ccc(C)cc3)c2=O)cc1
[46] CCCCOc1ccc(CNC(=O)CCCN2C(=O)CSc3c2c(C)nn3-c2ccccc2)cc1
[47] CCOc1ccccc1NS(=O)(=O)c1c(C(=O)OC)sc2cccc(F)c12
[48] N#Cc1nc(/C=C/c2ccc(F)cc2)oc1N1CCCCC1
[49] C=Cc1ccc(CN2C(=O)N(c3ccc(CC)cc3)S(=O)(=O)c3ccccc32)cc1
[50] Cc1cc(=O)[nH]c2nnc(SCC(=O)Nc3ccc(F)cc3F)n12

compound no. | 41 | 42 | 43 | 44 | 45 | 46 | 47 | 48 | 49 | 50
TSG101-PTAP inh | 2% | 0% | 0% | 1% | -1% | -1% | -3% | -3% | -1% | -1%
GALK inhibitor | 4% | 0% | -2% | 0% | 0% | -2% | -1% | -1% | 0% | -7%
p53null 32C tox | -5% | -3% | 2% | 9% | 6% | 44%[activator] | 5% | 4% | -1% | -1%
NTMT1 inh | -5% | 89µM* | -2% | 7% | 4% | -6% | -4% | -1% | -4% | 3%
FH mod | 0% | 3% | -6% | -20% | -5% | ? | ? | -12% | -10% | -14%
B2AR arrestin ag | 1% | -1% | -1% | -1% | 0% | 3% | -1% | 0% | -1% | -4%
p53null 39C kill | -15% | -3% | 19% | 4% | -10% | 89%[activator] | 7% | -24% | -1% | 11%
